Giardia FBPA inh: blocks Giardia fructose-bisphosphate aldolase activity. A8B2U2. AID 2451. Potency, µM (series often up to 59.6 µM), inactives show at the top dose activity, negative = inhibition, usual class: inhibitors. purified Giardia FBPA. 0.71% of 290,000 active; also: potency is read from the fitted curve at half-maximal effect; nearly all actives have a fitted effect of over 55% in size
Target sequence (A8B2U2 whole entry, looked up): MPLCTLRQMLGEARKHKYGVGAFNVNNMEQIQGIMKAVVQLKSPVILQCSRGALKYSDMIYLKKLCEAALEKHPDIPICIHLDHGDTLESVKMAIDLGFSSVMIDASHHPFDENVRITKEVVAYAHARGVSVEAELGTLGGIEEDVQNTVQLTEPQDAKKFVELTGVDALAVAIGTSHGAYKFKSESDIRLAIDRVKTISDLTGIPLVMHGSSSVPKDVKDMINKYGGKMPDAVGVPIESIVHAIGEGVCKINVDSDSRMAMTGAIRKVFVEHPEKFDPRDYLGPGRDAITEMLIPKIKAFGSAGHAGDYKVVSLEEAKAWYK
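Giardia FBPA (40 nM reagent) was preincubated 10 min at RT with compound (up to 57.5 uM final), then substrate plus GAPDH/TPI/NAD/arsenate coupling system with diaphorase/resazurin was added; resorufin fluorescence (525/598 nm) was read after 20 min.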
HCV inhibitor: HCV inhibition. Huh7.5.1 HCVcc-Cre infection, luciferase reporter, 44 h. Potency, µM (series often up to 41.8 µM), without a hit: top-dose activity change, negative = inhibition, hits mostly inhibitors. 3.4% of 340,000 active. AID 651820; also: potency is read from the fitted curve at half-maximal effect
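Cells (1,000/well) were plated 4 h before compound, then infected with HCVcc-Cre virus (~0.5 moi). After 44 h further culture, infection was read as luciferase luminescence following a 15 min substrate incubation at room temperature.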
AMA1-RON2 inh: inhibitors of Plasmodium falciparum AMA1-RON2 interaction | AlphaScreen AMA1-biotinylated RON2 peptide binding | Potency, µM (titrated, usually from 58.2 µM), inactives show top-dose activity change, negative = inhibition, hits mostly inhibitors | 0.2% of 360,000 active;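 also: potency is read from the fitted curve at half-maximal effect; 0% = vehicle wells and -100% = peptide control; nearly all actives have a fitted effect of over 45% in size; some results filed as inactive show a strong effect at the top dose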
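AMA1 (3D7) with his tag at 25 nM final met compounds first, then biotinylated RON2 peptide at 25 nM; detection used donor plus acceptor beads, 10 µg/mL apiece, read by AlphaScreen after 30 min at room temperature.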
AmpC detergent: AmpC beta-lactamase inhibition with detergent present. 0.041% of 370,000 active. Potency, µM (highest dose often 114 µM), without a hit: top-dose activity change, negative = inhibition, usual class: inhibitors. AmpC hydrolysis of nitrocefin, absorbance 480 nm, 0.01% Triton. P00811;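 also: potency is read from the fitted curve at half-maximal effect; 0% = no-compound wells and -100% = no-enzyme wells; nearly all actives have a fitted effect of over 25% in size; some results filed as inactive show a strong effect at the top dose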
Target sequence (P00811 whole entry, looked up): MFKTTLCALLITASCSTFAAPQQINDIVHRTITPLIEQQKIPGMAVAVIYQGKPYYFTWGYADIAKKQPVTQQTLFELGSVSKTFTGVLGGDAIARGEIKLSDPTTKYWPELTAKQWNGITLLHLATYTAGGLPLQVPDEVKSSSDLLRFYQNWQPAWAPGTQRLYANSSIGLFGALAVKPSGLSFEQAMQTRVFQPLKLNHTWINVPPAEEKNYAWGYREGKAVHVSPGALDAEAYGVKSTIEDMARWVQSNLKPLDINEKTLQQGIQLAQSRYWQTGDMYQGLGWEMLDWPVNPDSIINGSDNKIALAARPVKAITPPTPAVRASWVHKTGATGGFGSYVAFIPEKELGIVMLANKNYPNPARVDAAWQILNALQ
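20 mM phosphate pH 7.0 + 0.01% (detergent screen) or 0.0001% Triton X-100; 5.3 nM AmpC reagent; cpd preinc 15 min RT; nitrocefin (800 uM stock) to start; A480 q20 s × 4 min; Activity was normalised to no-enzyme and no-compound control wells.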
Sm TGR inh: blocks Schistosoma mansoni thioredoxin glutathione reductase | 3% of 360,000 active | Q962Y6 | purified TGR, DTNB reduction, TNB absorbance 405 nm | Potency, µM (highest dose often 114 µM), for inactives: at the top dose activity change, negative = inhibition, most hits filed as inhibitors | AID 485364; also: potency is read from the fitted curve at half-maximal effect; nearly all actives have a fitted effect of over 60% in size
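TGR 20 nM + NADPH 100 uM (dispensed conc.), cpd preinc 15 min RT; start with NADPH (500 uM addition) then DTNB (15 mM addition). Kinetic TNB absorbance, 405 nm filter. Four-parameter Hill fit across titration.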
HCMV antiviral: blocks human cytomegalovirus replication | HFF cells, HCMV-luciferase reporter, 72 h; hits give low values | activity change, negative = inhibition, % at 57.5 µM | 4.5% of 410,000 active; in the data active = activity change below about -60%; inconclusive = no clear call, values can overlap the other calls; inactive = above about -39%
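Cell-based, HFFs, 1000 cells/well, 16 h 37C; cpds in DMSO + HCMV-luc, MOI 1 PFU/cell; 72 h 37C; OneGlo luminescence after 5 min RT; norm. to buffer vs Salinomycin 10uM.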
Starred values were filed as active, the others as inactive; ? = inconclusive; . = not tested or not shown; & = joins results of further samples; [ ] = another dose, or the depositor's remark. Unless noted, calls follow the shape of the dose curve; as a rule, active = well fitted curve in the direction sought with a large enough effect; inconclusive = small, poorly fitted or top-dose-only effect, or another doubt; inactive = no such curve, though single readings can be large; an effect the other way counts as inactive or inconclusive. Unless noted, % is scaled to controls: 0 for no effect and ±100 for the full control effect.

SMILES | HCMV antiviral | Sm TGR inh | AMA1-RON2 inh | Giardia FBPA inh | HCV inhibitor | AmpC detergent
Cc1ccc(Nc2ccc(C(=O)NCCc3ccccc3)cn2)cc1 | -11 | 0% | -3% | 4% | -13% | -2%
Cc1nc2nc(C)c(CCC(=O)N3CCc4ccccc43)c(C)n2n1 | 18 | 6% | 4% | 13% | 14% | -6%
CCn1c(=O)cc(N2CCOCC2)[nH]c1=O | -15 | 21% | 5% | -1% | 3% | 6%
COc1cccc(N2CCN(C(=O)c3cc4c(=O)oc5ccc(C)cc5c4s3)CC2)c1 | -7 | -4% | . | . | . | 22%
O=S(=O)(c1cccc(-c2nnc3n2CCCCC3)c1)N1CCOCC1 | -16 | -2% | 11% | 6% | 27% | 0%
Cc1cc(Cl)cc(Cl)c1OCCN1CCCC1 | 9 | -1% | -18% | -29% | -6% | -6%
COc1ccc(/C=C2\SC(=S)N(CC(=O)OCC(=O)Nc3ccc([N+](=O)[O-])cc3OC)C2=O)cc1 | 2 | . | 3% | -6% | 20% | 2%
Cc1ccc(C(=O)O)cc1S(=O)(=O)N1CCOCC1 | -6 | -16% | 5% | -1% | 0% | 1%
Cc1cccc(-c2nn(-c3ccccc3)cc2C(=O)Nc2cccc(S(=O)(=O)NC3=NCCC3)c2)c1 | -17 | -6% | -2% | . | -32% | -15%
C=CCO/N=C(\C)c1c(O)c(C)c(-c2ccccc2)n(-c2ccccc2)c1=O | -8 | -16% | -3% | -9% | 5% | -11%
Cc1ccc(/C=C/C(=O)Nc2ccc(S(=O)(=O)Nc3ncccn3)cc2)cc1 | 58 | 0% | 14% | 0% | -4% | -4%
CCCCc1cc2c(c(NC(=O)CC)n1)c(=O)oc1ccccc12 | 132 | -2% | 2% | 2% | 5% | ?
COc1cc2c(=O)n(Cc3ccccc3)c(=O)n(CC(=O)NCC3CCCO3)c2cc1OC (centres undefined) | -15 | -29% | 17% | 3% | 20%&-9% | ?
CC(C)CN(C(=O)COC(=O)CNC(=O)c1ccccc1F)c1c(N)n(Cc2ccccc2)c(=O)[nH]c1=O | -25 | . | 0% | . | 15% | .
Cc1nn(-c2ccccc2)c(C)c1/C=N/NC(=O)c1cc(-c2ccccc2)n[nH]1 | -95* | -4% | 8% | 1% | ? | -12%
CC(C)(C)OC(=O)N1CCC(C(=O)N[C@H](Cc2ccccc2)C(=O)O)CC1 | -19 | -2% | 2% | 2% | 7% | -13%
N#Cc1c(/N=C/c2cccs2)sc2c1CCC2 | 33 | -18% | ? | -14% | ? | 2%
CCCN(CCC)CC(O)CN(c1cc([N+](=O)[O-])ccc1OC)S(=O)(=O)c1ccccc1 (centres undefined) | 18 | 0% | 0% | -11% | 6% | -6%
Cc1ccc(C)c(Nc2c(F)c(F)c(F)c(F)c2C(=O)O)c1 | 11 | 2% | -25% | 3% | 21% | 6%
CCN(CC)CCN(C(=O)c1ccc(CN2CCCCC2)o1)C(C(=O)NC1CCCCC1)c1ccc(F)cc1 (centres undefined) | -26 | 9% | -8% | -6% | ? | -4%
Cn1nc(N)c2c(-c3ccccc3)c(C#N)c(N)nc21 | 14 | -5% | -20% | -2% | ? | -2%
CCn1c(=O)c2cc(C(=O)Nc3cc(OC)c(OC)c(OC)c3)sc2c2ccccc21 | -9 | -2% | . | . | . | 13%
Cc1cc(Cl)ccc1OCC(=O)N(Cc1ccco1)Cc1ccccc1F | -33 | 2% | . | . | . | 21%
O=C(NCC(c1ccco1)N1CCCCC1)c1ccc(NS(=O)(=O)c2ccc(F)cc2)cc1 (centres undefined) | ? | 1% | -5% | . | ? | 5%
COc1ccc(OCC(=O)NCCC2=CCCCC2)c([N+](=O)[O-])c1 | ? | -3% | -11% | -11% | -30% | 4%
O=C1CCC(C(=O)N2CCCCCC2)CN1Cc1cccc(C(F)(F)F)c1 (centres undefined) | -27 | -4% | 8% | 1% | -1% | -10%
O=C(CC1CCCC1)N1CCN(S(=O)(=O)c2ccccc2)CC1 | -14 | -2% | 14% | . | 19% | ?
Cc1snnc1C(=O)NC(=S)Nc1ccccc1 | 39 | 8.9µM* | 88%[activator] | 13µM* | 12% | -4%
O=C1C=C(Nc2ccc(Cl)cc2Cl)CC(c2ccco2)C1 (centres undefined) | 8 | -6% | -18% | 13% | -8% | 12%
COC(=O)c1ccc(C)c(NC(=O)CN(c2ccc3c(c2)OCO3)S(C)(=O)=O)c1 | 20 | -4% | 2% | -9% | 11% | -1%
CC(=O)NC(C)c1nc2ccccc2n1Cc1ccccc1F (centres undefined) | 29 | 0% | 10% | 2% | 3% | 4%
COc1ccc(NC(=O)NCc2ccccn2)cc1 | 44 | 0% | 8% | 5% | 10% | -4%
CN(C(=O)c1cccc(NC(=O)Cc2ccc(NC(=O)C3CCCN(C(=O)C4CCCC4)C3)cc2)c1)C1CCCCC1 (centres undefined) | -21 | . | -9% | . | ? | .
COc1cccc(/C=C2\N=C(C3CCCCC3)OC2=O)c1OC | 32 | ? | 16% | 4% | 24% | 3%
CC1CCCC(C)N1C(=O)COC(=O)CCC(=O)c1ccc(F)cc1 (centres undefined) | -30 | . | -3% | . | 20% | .
CC(=O)Nc1ccc(S(=O)(=O)Nc2cccc(-c3ccc(N4CCC(C)CC4)nn3)c2)cc1 | 47 | -4% | . | . | . | -5%
CC1(C)Oc2c(ccc(O)c2CN2CCOCC2)C2=C1CCCC2 | -11 | . | -17% | . | -15% | .
COC(=O)C(O)(NC(=O)NC(C)=O)C(F)(F)F (centres undefined) | 74 | -4% | -1% | -1% | 5% | -2%
O=C1CSc2ccccc2N1Cc1ccc(F)cc1 | 34 | -1% | 4% | 4% | -3% | -13%
CC(=O)OC1C(OC(C)=O)N(C(C)=O)C(=O)N1C(C)=O (centres undefined) | -35 | -11% | 2% | -5% | 15% | ?
CCOc1ccc(NC(=O)CC(Cc2ccc(Cl)cc2)C(=O)O)cc1 (centres undefined) | 21 | 3% | 5% | 12% | 38%[activator] | 0%
CCN1CCN(c2cc(C)c3cc(NC(=S)N4CCN(c5ccccc5F)CC4)ccc3n2)CC1 | -36 | -3% | -12% | 4% | ? | 4%
CC(=O)c1cccc(NC(=O)CN2C(=O)CN(C)C(=O)c3ccccc32)c1 | 18 | -2% | . | . | . | -7%
NC(=O)c1ccc(C[C@H](C(=O)O)N2C(=O)c3ccc(C(=O)O)cc3C2=O)cc1 | . | 5% | . | -1% | . | ?
CCCCOc1ccc(CNC(=O)c2cnc3sc(N4CCCC4)nn3c2=O)cc1 | -1 | -2% | . | . | . | -5%
CC(=O)N1c2ccc(S(=O)(=O)NCC3CCC(C(=O)Nc4cc(C)cc(C)c4)CC3)cc2CC1C (centres undefined) | -22 | 0% | . | . | . | -4%
O=C(c1ccccc1OCc1ccccc1Br)N1CCN(c2ncccn2)CC1 | -32 | 0% | 1% | 1% | 12% | -6%
COc1ccc(-n2nc(C(=O)NCC(=O)NCCN(C)C)c3ccccc3c2=O)c(OC)c1 | -17 | -23% | 14% | 1% | 6% | -4%
CCc1ccccc1Nc1nc2ccccc2n1CC | -39 | 1% | 0% | 2% | 1% | -14%
CC1(C)Cc2c(c(=S)nc(-c3ccccc3)n2Cc2cccnc2)CO1 | 31 | 1% | -17% | 2% | 14% | -9%

Random excerpt: 3 compounds from above, in no set order.
SMILES | HCMV antiviral | Sm TGR inh | AMA1-RON2 inh | Giardia FBPA inh | HCV inhibitor | AmpC detergent
O=C(CC1CCCC1)N1CCN(S(=O)(=O)c2ccccc2)CC1 | -14 | -2% | 14% | . | 19% | ?
O=C1CCC(C(=O)N2CCCCCC2)CN1Cc1cccc(C(F)(F)F)c1 (centres undefined) | -27 | -4% | 8% | 1% | -1% | -10%
CC(=O)N1c2ccc(S(=O)(=O)NCC3CCC(C(=O)Nc4cc(C)cc(C)c4)CC3)cc2CC1C (centres undefined) | -22 | 0% | . | . | . | -4%

(further entries)
SMILES | HCMV antiviral | Sm TGR inh | AMA1-RON2 inh | Giardia FBPA inh | HCV inhibitor | AmpC detergent
O=C(NC1CCCC1)C1CCN(C(=O)c2ccc(Cl)cc2Cl)CC1 | 6 | -6% | -2% | -9% | -6% | 0%
COC(=O)[C@H](CC(C)C)NC(=O)Cn1cnc2c(OCc3ccccc3)ncnc21 | 35 | . | 7% | . | ? | .
COc1cc(CN2CCNC(=O)C2CC(=O)NCCc2ncccc2C)cc(OC)c1 (centres undefined) | 8 | ? | 30% | -22% | -9% | 5%
CCOC(=O)C1(C)Oc2ccccc2C(c2ccc(OC)cc2)=C1C(=O)OC (centres undefined) | -7 | . | 7% | 0%[89.2 µM] | 8% | .
COc1ccc2c(c1)Cc1sc(NC(=O)c3ccccc3)nc1-2 | 10 | -22% | 26% | -27% | ? | -10%
COC(=O)Cn1c2ccc(C)cc2c2nc3ccccc3nc21 | 14 | -5% | 19% | 9% | 3% | -7%
CCOc1ccc(NC(=O)CCc2c(C)nc3c(c(C)nn3-c3ccccc3)c2C)cc1 | 12 | -3% | . | . | . | -1%
COc1cccc(N2C(=O)C(CC(=O)Nc3ccc(F)cc3)N(C3CCCCC3)C2=O)c1 (centres undefined) | -2 | -10% | 4% | -4% | -18% | 0%
NC(=O)CC(NC(=O)Cc1ccc(Br)cc1)c1ccc(N2CCCCCCC2)c([N+](=O)[O-])c1 (centres undefined) | ? | -19% | -6% | 3% | -8% | -9%
COc1ccccc1C(=O)N/C(=C\c1cn(C)c2ccccc12)C(=O)N1CCOCC1 | 73 | 1% | -16% | -26% | 10% | 0%
CCOc1ccc2oc(C(=O)OCC(=O)NC3CCCC3)c(C)c2c1 | ? | 0% | 3% | . | 6% | ?
COc1ccc(C(=O)Nc2ccc(-c3cn4ccsc4n3)cc2)cc1S(=O)(=O)N1CCOCC1 | -39 | -19% | -4% | 3% | -18% | ?
COc1ccccc1CCNC(=O)CSc1nc(-c2ccco2)cc(C(F)(F)F)n1 | 53 | 0% | 1% | 3% | -10% | -6%
Cc1cc(C)n2nc(SC(C)C(=O)N3CCCC3)nc2n1 (centres undefined) | -31 | -7% | 8% | . | 14% | -15%
O=C(COc1ccc(Br)cc1)Nc1ccncc1 | 31 | -30% | -2% | 1% | 23% | ?
CC1(NC(=O)NCc2ccccc2)CCS(=O)(=O)C1 (centres undefined) | -35 | 14% | -2% | 4% | 11% | -4%
COc1ccc2nc(C)cc(Nc3ccccc3O)c2c1 | ? | 19% | 13% | -5% | ? | -1%
O=C1N(Cc2ccc(F)cc2)CCN1c1ccc(F)cc1 | 2 | 0% | 7% | -1% | -8% | 8%
CCN(CC)c1ccc(/C=C(/C#N)C(=O)NCc2ccccc2)o1 | 15 | 35µM* | -12% | -4% | ? | 4%
COC(=O)COc1ccc2c(-c3ccc(OC)cc3)cc(=O)oc2c1 | -16 | -5% | 0% | -1% | 13% | -1%

Rows were taken by chance; overall some 9.3% were active at least once.
